# PRMT1 FP inh: blocks human protein arginine methyltransferase 1; recombinant PRMT1, activity-based probe fluorescence polarization; inhibition, % at 2.79 µM; Q99873; hit rate 1.3% among 370,000; AID 652257;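 active = inhibition above about 21% made by adding two undisclosed values, limit read from the data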
# Target sequence (Q99873 whole entry, looked up): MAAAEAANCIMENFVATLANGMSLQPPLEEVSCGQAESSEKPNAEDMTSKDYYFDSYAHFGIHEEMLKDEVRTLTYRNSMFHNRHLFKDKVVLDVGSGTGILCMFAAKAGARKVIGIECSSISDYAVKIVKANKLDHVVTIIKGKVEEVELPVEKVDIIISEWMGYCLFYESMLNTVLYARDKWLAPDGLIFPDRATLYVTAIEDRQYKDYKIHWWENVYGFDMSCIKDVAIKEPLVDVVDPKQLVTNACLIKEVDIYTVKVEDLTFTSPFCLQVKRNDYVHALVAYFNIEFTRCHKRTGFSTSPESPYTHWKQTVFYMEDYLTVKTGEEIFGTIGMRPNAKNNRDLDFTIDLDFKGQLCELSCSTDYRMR
# HTRA1 inh: inhibitors of human serine peptidase HTRA1; Q92743; recombinant HTRA1, FP-rhodamine activity-based probe, fluorescence polarization; inhibition, % at 5.96 µM; hit rate 0.5% among 340,000; in the data active = inhibition above about 36%;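 note: 0% = enzyme with DMSO and 100% = wells lacking enzyme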
# MBD2 inh: MBD2-methylated oligo binding inhibition. TR-FRET, MBD2 binding to methylated oligonucleotide. inhibition, % at 4.4 µM. hit rate 0.31% among 370,000. Q9UBB5. AID 686964; in the data active = inhibition above about 13%
# LEDGF integ inh: blocks HIV-1 LEDGF/p75-dependent DNA integration; TR-FRET IN-LEDGF/p75 DNA integration, Eu/Cy5; inhibition, % at 3.7 µM; hit rate 0.64% among 370,000;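 active = inhibition above the screen-wide mean plus 3 SD, cut at about 13% in these data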;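 note: signal is the Cy5 over europium emission ratio at 671 and 618 nm; 0% = plate median of compound wells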
# PG9 Ab binder: binds the HIV-1 gp120 antibody PG9 | TR-FRET gp120-PG9 antibody binding | inhibition, % at 6.7 µM | hit rate 0.43% among 360,000 | AID 624416; in the data active = inhibition above about 8.5%
# rCAG RNA binder: binds r(CAG) RNA repeats. r(CAG) RNA repeat, TO-PRO-1 dye displacement fluorescence. inhibition, % at 3 µM. hit rate 1.3% among 370,000. AID 651821;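 active = inhibition above the plate cutoff, the mean of all test compounds on that plate plus 3 SD, cut at about 35% in these data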;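 note: 0% = DMSO alone and 100% = 100 µM mitoxantrone as full dye displacement; higher means more dye released from RNA so lower well fluorescence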
# TCR CD3 inh: blocks the human TCR-CD3 interaction. TAMRA-labeled TCR probe fluorescence, biochemical. inhibition, % at 9.4 µM. hit rate 0.37% among 360,000. AID 651800; in the data active = inhibition above about 19%;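 note: recombinant mutant TCR 2C K166C tagged with TAMRA read by polarization; 0% = receptor in buffer alone and 100% = receptor with positive control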
# UHRF1 MBD2 ctr: human UHRF1 methylated DNA binding inhibitors; UHRF1 binding to methylated oligo, TR-FRET; inhibition, % at 4.4 µM; hit rate 0.75% among 370,000; in the data active = inhibition above about 21%;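 note: UHRF1 SRA domain binding a hemimethylated CpG hairpin DNA probe; 0% = median of test compound wells and 100% = reference inhibitor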
# ABHD4 inh: inhibitors of mouse ABHD4 | Q8VD66 | purified mABHD4, FP-Rh probe fluorescence polarization | inhibition, % at 8.92 µM | hit rate 0.54% among 370,000 | AID 720543;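 active = inhibition exceeding the mean over every tested compound plus 3 SD, cut at about 30% in these data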;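 note: 0% = plate median of compound wells and 100% = S159A mutant with DMSO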
#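 Doses – 8.92 µM, single dose · Material – wild-type mouse ABHD4 protein · Replication – single well per compound (singlicate) · Measure – percent inhibition of probe binding, normalized to plate controls · Schedule – 45 min compound pre-incubation plus 60 min probe step, 25 °C · Detection – fluorescence polarization with parallel and perpendicular emission, 525/598 nm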
# Rev-erbA mod: modulates human Rev-erb alpha binding to DNA. Rev-erbα–FITC-DNA binding, fluorescence polarization, 90 min. activity, % at 10 µM. AID 1259318. P20393. hit rate 0.79% among 370,000;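 active = activity above about 14%, limit read from the data; passing the limit was not always enough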;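 note: 0% = DMSO wells with 35 nM protein and 100% = DMSO wells with 750 nM protein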
# Target sequence (P20393 whole entry, looked up): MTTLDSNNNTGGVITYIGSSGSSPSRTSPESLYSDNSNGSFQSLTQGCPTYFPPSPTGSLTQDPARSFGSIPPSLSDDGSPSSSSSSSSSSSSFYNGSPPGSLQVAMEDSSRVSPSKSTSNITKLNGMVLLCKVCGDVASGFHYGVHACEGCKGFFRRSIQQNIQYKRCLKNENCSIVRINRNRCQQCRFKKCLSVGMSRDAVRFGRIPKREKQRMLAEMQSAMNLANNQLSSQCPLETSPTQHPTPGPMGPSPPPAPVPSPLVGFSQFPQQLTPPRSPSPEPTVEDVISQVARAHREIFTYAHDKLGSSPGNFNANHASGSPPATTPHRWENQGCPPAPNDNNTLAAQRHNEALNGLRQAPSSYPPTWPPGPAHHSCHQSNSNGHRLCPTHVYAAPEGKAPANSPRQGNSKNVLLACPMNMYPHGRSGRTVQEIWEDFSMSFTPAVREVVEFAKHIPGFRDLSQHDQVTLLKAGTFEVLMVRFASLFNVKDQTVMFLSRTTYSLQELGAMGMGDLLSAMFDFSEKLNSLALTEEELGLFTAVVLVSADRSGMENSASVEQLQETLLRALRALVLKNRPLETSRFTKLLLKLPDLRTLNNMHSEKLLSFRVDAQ
# An asterisk follows results filed as active; · = no result given. These rows are one share of the data, so the mix of outcomes need not match the whole.
canonical_smiles,PRMT1 FP inh,HTRA1 inh,MBD2 inh,LEDGF integ inh,PG9 Ab binder,rCAG RNA binder,TCR CD3 inh,UHRF1 MBD2 ctr,ABHD4 inh,Rev-erbA mod
O=C(CN1C(=O)NC(Cc2ccccc2)C1=O)Nc1ccccc1 (stereo unspecified),-2,4,-4,-3,1.1,1,13,1,-4,3
COCCN(C(=O)c1ccccc1Oc1ccccc1)c1c(N)n(CC(C)C)c(=O)[nH]c1=O,-1,7,2,4,-1.8,-7,6,-3,3,2
CS(=O)(=O)N1CCN(CC(=O)NC2CCCCC2)CC1,-2,5,-3,1,-2.5,-6,2,0,0,-4
CNc1cc(-c2c(OC)cccc2OC)ncn1,3,·,-8,-3,-2.3,2,3,1,1,-2
CCCCN(Cc1cccs1)S(=O)(=O)c1csc(C(N)=O)c1,-2,-8,-1,0,-1.2,1,6,0,-6,-1
O=C(COc1ccc(F)cc1F)N1CCCCCCC1,5,-6,4,-3,-0.2,-1,1,9,0,5
Cc1c(Cl)cnc(NC(=O)COC(=O)c2ccncc2)c1Cl,6,9,-2,4,0.0,24,8,-1,11,-4
CC(=O)Nc1ccc(S(=O)(=O)N2CCSC2c2ccccc2Cl)cc1 (stereo unspecified),1,-22,-1,-2,-2.2,2,-5,1,-18,2
CC1CN(C(=O)CSc2nnc(CNC(=O)c3ccc(S(=O)(=O)N(C)C)cc3)o2)CC(C)O1 (stereo unspecified),-2,2,2,4,-0.6,-1,3,-1,1,-4
Cc1ccc(NC(=O)C(C)Oc2ccccc2)cc1S(=O)(=O)N1CCCCCC1 (stereo unspecified),2,-23,3,0,-1.2,4,-4,2,-7,4
COCCNC(=O)CN(C(=O)CCC(=O)Nc1ccccn1)c1ccc(C)cc1,6,-2,-2,0,0.8,-7,-5,6,-6,8
O=[N+]([O-])c1cc(Br)c(OCc2nnc(-c3ccccc3)o2)c(Br)c1,-3,-5,2,3,0.2,0,3,-2,0,-3
Cc1ccc(C)c(SCc2nc3sc(C(=O)O)c(C)c3c(=O)[nH]2)c1,-1,-4,-4,0,-0.1,2,7,0,-1,1
COC(=O)CNC(=O)CSc1nnc(-c2ccc(OC)cc2)n1CC(C)C,1,0,1,-4,0.9,-5,-15,2,4,4
CC(C(=O)NCC1CCCCC1)N(C)Cc1ccc(Cl)cc1 (stereo unspecified),-1,-5,1,1,-1.2,-11,3,2,-4,-2
O=S1(=O)N=C(N2CCN(c3ccc(F)cc3)CC2)c2ccccc21,-1,1,3,2,0.5,-3,1,0,2,-4
O=C(c1ccccc1)N1CCC(Oc2cccnc2)CC1,4,·,1,-2,·,3,·,0,2,1
O=C(NCc1cccnc1)c1cccc(Cl)c1,1,-6,2,-2,-0.8,2,4,0,-5,0
CSc1ccc(CN2CCC(n3nccc3NC(=O)c3ccccc3C)CC2)cc1,0,-2,0,4,-0.1,-6,5,0,9,-1
COC(=O)c1ccc(NC(=O)c2cc[n+]([O-])cc2)cc1,-2,3,1,2,-0.4,-2,2,-2,-3,1

# 3 entries out of the list, sorted by SMILES length, descending:
canonical_smiles,PRMT1 FP inh,HTRA1 inh,MBD2 inh,LEDGF integ inh,PG9 Ab binder,rCAG RNA binder,TCR CD3 inh,UHRF1 MBD2 ctr,ABHD4 inh,Rev-erbA mod
COCCNC(=O)CN(C(=O)CCC(=O)Nc1ccccn1)c1ccc(C)cc1,6,-2,-2,0,0.8,-7,-5,6,-6,8
CSc1ccc(CN2CCC(n3nccc3NC(=O)c3ccccc3C)CC2)cc1,0,-2,0,4,-0.1,-6,5,0,9,-1
COC(=O)CNC(=O)CSc1nnc(-c2ccc(OC)cc2)n1CC(C)C,1,0,1,-4,0.9,-5,-15,2,4,4

# (list continues)
canonical_smiles,PRMT1 FP inh,HTRA1 inh,MBD2 inh,LEDGF integ inh,PG9 Ab binder,rCAG RNA binder,TCR CD3 inh,UHRF1 MBD2 ctr,ABHD4 inh,Rev-erbA mod
CCN(CC)CCCCN1c2ccccc2Sc2ccccc21,0,10,-3,-3,-7.4,1,3,3,7,1
Cc1ccc(C2NC(=O)CCC2[N+](=O)[O-])cc1 (stereo unspecified),0,·,1,0,1.3,-2,3,0,-2,1
O=C(OCc1ccccc1)N1CCC2CC1c1cc(-c3cc4ccccc4o3)ccc12 (stereo unspecified),1,-45,1,-4,-0.7,0,-6,3,4,4
Cc1ccc(-n2nnnc2SCC(=O)c2ccc3c(c2)NC(=O)CO3)c(C)c1,6,-1,12,0,13*,9,-1,13,10,25*
CCN=c1sc(C(=O)NCCc2ccccc2)cc(=O)n1CC,2,-10,-5,2,0.4,-3,-2,1,3,5
Cn1c(/C=C/c2ccccc2)nc2ccccc2c1=O,-3,-1,-2,0,-2.8,-3,9,0,-2,3
COc1cccc(C(=O)O/N=C(\N)c2ccc([N+](=O)[O-])cc2)c1OC,-1,5,-6,-3,-0.3,2,12,1,-6,-3
Cc1cc(NC(=O)CSCC(=O)NC(C)c2ccccc2)no1 (stereo unspecified),-2,3,-2,-1,1.1,0,-2,-2,4,-3
CC1CCC(Nc2nnnn2-c2ccccc2)CC1 (stereo unspecified),-2,-12,2,-1,2.0,-2,-8,-3,1,-1
O=C(OCc1cnc(Cl)s1)c1cccc(Cl)c1Cl,-2,-13,-1,2,0.9,1,-4,-2,-14,-1
O=C(N=C1c2ccccc2CN1c1cccc(Cl)c1)c1cccnc1,3,-7,5,4,-3.4,8,0,16,-11,7
Cc1ccc(S(C)(=O)=NC(=O)NC(=O)c2c(F)cccc2Cl)cc1 (stereo unspecified),1,6,2,-3,0.1,0,-2,3,3,0
COc1ccc(Nc2nc(C(=O)NCc3ccco3)cs2)cc1,-2,3,-1,3,-1.6,-1,0,2,2,1
NC1=NC(=O)CC(C(=O)NCCc2ccccc2)S1 (stereo unspecified),30*,0,0,-1,-0.1,2,6,-4,2,8
CN(c1ccccc1)S(=O)(=O)c1cccc(NC(=O)Nc2ccc(Cl)cc2C#N)c1,-3,-23,-4,1,-2.3,4,4,-3,-22,3
CCN(CC)S(=O)(=O)c1ccc(C)c(NC(=O)CN2CCN(C)CC2)c1,0,5,0,7,-0.6,3,8,4,8,9
OC(COCc1ccccc1)CN1CCCC1 (stereo unspecified),3,8,1,1,2.2,1,-2,2,-2,-5
COCCN(C(=O)CNC(=O)c1ccco1)C(C(=O)NC1CCCC1)c1ccc(F)cc1 (stereo unspecified),3,5,3,-10,-0.4,-5,-3,2,6,-2
CC(C)(C)NC(=O)C(OC(=O)c1cccs1)c1ccccc1 (stereo unspecified),-1,-9,-2,3,1.2,-3,-4,2,-6,·
Cc1onc(-c2ccccc2)c1C(=O)Nc1sc2c(c1C#N)CCC(C)C2 (stereo unspecified),1,-12,1,1,0.8,5,3,-4,-18,6
Cc1ccc2c(COC(=O)c3ccccc3OC(F)F)cc(=O)oc2c1,3,-5,-3,-2,-1.5,-1,-3,-1,1,6
CN(Cc1nc2ccccc2c(=O)[nH]1)C(=O)C1CC(=O)N(c2cccc3ccccc23)C1 (stereo unspecified),-4,4,-2,1,1.1,2,0,0,2,2
O=C(NC1CCCc2ccccc21)c1cccc(S(=O)(=O)N2CCN(c3ccccc3)CC2)c1 (stereo unspecified),0,-13,-2,-2,0.1,11,0,2,-10,3
O=C(Nc1cc(C(=O)N2CCCC2)ccc1N1CCCC1)c1ccccc1,-5,-4,11,-1,0.3,0,-4,18,3,0
COc1ccc(S(=O)(=O)NC(Cc2ccccc2)C(=O)O)cc1 (stereo unspecified),2,11,-4,1,-2.3,0,7,0,0,-3
O=C(CNC(=O)c1ccccc1F)N/N=C/c1cc(Br)ccc1OCc1ccccc1,3,-99,0,3,-2.0,16,5,-2,-64,4
COc1cc(C)ccc1OCCCCN1CC(C)OC(C)C1 (stereo unspecified),1,8,-3,-1,-1.4,-7,8,1,17,-3
Cc1cc(C)c(C(N)=O)c(Cl)n1,2,-4,3,-4,2.1,0,-5,0,3,0
CCN(CC)S(=O)(=O)c1ccc2c(c1)c(=O)c(C(=O)N1CCOCC1)cn2C,2,9,3,2,-0.2,0,8,1,2,3
N#Cc1cn(-c2ccccc2)nc1-c1ccc2c(c1)OCCO2,1,-6,-3,0,24*,-3,3,0,-2,21
CCC(CC)C(=O)Nc1ccccc1-n1cccc1,-1,3,0,0,0.0,0,1,-5,-2,-3
CC(C)(C)OC(=O)N1c2ccccc2[C@]2(N3CCCC3)C[C@H](C(=O)O)N(C(=O)OC(C)(C)C)[C@H]12,0,·,4,-3,·,8,·,4,4,6
COc1ccccc1CNCCS(=O)(=O)NCc1ccccc1,2,1,6,2,-2.0,-2,-2,1,6,-5
O=C(Nc1cccc2c1[nH]c(=O)c1ccccc12)C(F)(F)F,3,3,-3,3,1.3,4,-8,-3,-9,1
COc1ccc(S(=O)(=O)N2CCOC2CNC(=O)C(=O)NCCCN2CCCC2=O)cc1OC (stereo unspecified),-3,-4,-4,0,0.4,1,8,-1,2,-4
O=C(CNC(=O)c1cc(S(=O)(=O)N2CCOCC2)ccc1N1CCCC1)Nc1ccc(F)c(F)c1,-2,-5,1,1,-4.7,1,-4,-1,5,3
Cc1noc(C)c1C(=O)Nc1nc(-c2ccc([N+](=O)[O-])cc2)cs1,-1,-3,2,4,-2.4,6,9,-4,1,0
COc1cccc(C(=O)Nc2cccc(-c3nnc(-c4ccccc4)o3)c2)c1,-2,-26,-3,0,-0.4,2,10,2,-5,-3
COc1cccc(C(=O)N2CCN(C(=O)Cc3ccccc3)CC2)c1,-4,-2,-5,2,-3.1,-5,-7,-2,-4,-5
Cc1[nH]c(=O)n(C(C)C)c(=O)c1Br,7,7,1,-2,0.0,5,-1,6,-4,10
CCOC(=O)c1sc(NC(=O)Cc2ccc(C)cc2)nc1C,3,-12,8,2,1.6,3,-6,9,-4,5
O=C(CCNS(=O)(=O)c1ccc2[nH]c(=O)oc2c1)NCc1ccccc1,-1,3,-2,-2,-2.4,5,11,-1,7,-5
CC(C)(C)NC(=O)C1CCC(C)(C(=O)O)C1(C)C (stereo unspecified),3,-3,-2,-2,0.6,-1,3,3,7,-2
O=C(CSC1=NCCS1)N1N=C(c2cccs2)CC1c1ccc(F)cc1 (stereo unspecified),-1,-18,-2,1,-1.6,3,0,0,-13,4
CSc1nc(N)nc(SCC(=O)C23CC4CC(CC(C4)C2)C3)c1C#N,3,-59,3,0,0.1,19,-11,5,-34,7
Cc1ccccc1NC(=O)NC1CCCc2ccccc21 (stereo unspecified),1,-2,2,4,-1.4,0,4,-2,-11,0
COC(=O)[C@]12CCCCC=C1N(Cc1ccc(Cl)cc1Cl)C(=O)[C@H](CC(=O)NCCC(C)C)C2,2,·,4,-1,-0.1,6,-5,1,5,3
Cc1ccc(S(=O)(=O)N2CCN=C2SCc2cccnc2)cc1,2,0,-6,2,-1.9,0,7,2,3,-6
C[C@@H]1CCCCO[C@H](CN(C)S(=O)(=O)c2ccc(F)cc2)[C@@H](C)CN([C@H](C)CO)C(=O)c2cc(NC(=O)Nc3ccc(C(F)(F)F)cc3)ccc2O1,4,-39,-5,2,-0.9,19,-2,-212,-43,-3

# Compound activity deposited in PubChem by several laboratories.
